Scp1 inh: Scp-1 (human) phosphatase inhibition; Q9GZU7; Recombinant Scp1, phosphopeptide, malachite green phosphate absorbance; inhibition, % at 20 µM; 0.88% of 340,000 active;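 active = inhibition above about 50% at 20 µM, limit read from the data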;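 note: plate controls were DMSO wells with enzyme for no effect and wells lacking enzyme for full effect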
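Test system: SCP-1 catalytic domain; Buffer or medium: Acidic Tris acetate buffer with magnesium and detergent; Also added: Phosphorylated 17-residue peptide substrate; Compound: single 20 µM dose, 1% DMSO; Schedule: enzyme reaction 45 min at room temperature, colour 5 min, stabilisation 30 min; Signal: Phosphate-binding colour reagent, absorbance read at 630 nm.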
MsrA inhibitor: inhibitors of bovine MsrA; purified bovine MsrA, absorbance read-out; inhibition, % at 15.5 µM; 0.75% of 360,000 active; AID 651718; in the data active = inhibition above about 4.5%;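 note: 0% = vehicle wells with enzyme and 100% = reference inhibitor wells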
Rpn11 block: Rpn11 (human) deubiquitinase inhibition | O00487 | human 26S proteasome, Ub4-pepOG fluorescence polarization; 20S core pre-blocked with epoxomicin | calls only at 20 µM | 0.59% of 360,000 active;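 active = inhibition at 20 µM, scaled to each plate's controls, above about 33%, limit read from the data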
Target sequence (O00487 whole entry, looked up): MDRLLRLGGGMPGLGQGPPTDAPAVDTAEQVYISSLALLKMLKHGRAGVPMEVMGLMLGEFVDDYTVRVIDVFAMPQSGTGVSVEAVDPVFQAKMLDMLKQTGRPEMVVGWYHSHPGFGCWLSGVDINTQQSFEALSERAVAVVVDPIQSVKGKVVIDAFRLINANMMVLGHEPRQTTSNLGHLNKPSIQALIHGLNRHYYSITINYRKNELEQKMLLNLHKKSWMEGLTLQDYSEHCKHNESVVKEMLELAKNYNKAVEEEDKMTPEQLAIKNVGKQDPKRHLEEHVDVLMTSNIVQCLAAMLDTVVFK
TbMetRS inhib: Trypanosoma brucei MetRS inhibition; inhibition, % at 11.9 µM; AID 624268; purified T. brucei MetRS, ATP depletion, Kinase-Glo luminescence; 0.4% of 360,000 active;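 active = inhibition above a per-plate cutoff of the control wells' mean inhibition plus 3 SD, cut at about 5.5% in these data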;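 note: 0% = DMSO wells median and 100% = median of wells with control inhibitor compound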
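Material: parasite MetRS enzyme / Replication: singlicate, one well per compound / Signal: luminescence of leftover ATP / Schedule: 2 h aminoacylation at 25 °C after 15 min preincubation / Medium: HEPES-MgCl2-KCl buffer plus DTT, spermine, BSA, pyrophosphatase / Doses: 11.9 µM single point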
SUMO1 PPI mod: SUMO1-SIM interaction modulation; P63165; SUMO1 binding to a labelled peptide, TR-FRET, 1 h; inhibition, % at 20 µM; 0.33% of 360,000 active; in the data active = inhibition above about 37%
Target sequence (P63165 whole entry, looked up): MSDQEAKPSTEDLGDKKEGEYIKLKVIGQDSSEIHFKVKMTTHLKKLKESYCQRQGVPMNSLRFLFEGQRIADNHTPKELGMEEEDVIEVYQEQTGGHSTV
STEP inh: inhibitors of human striatal-enriched phosphatase STEP; recombinant STEP, OMFP fluorogenic substrate, fluorescence; inhibition, % at 20 µM; 0.25% of 360,000 active; P54829;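 active = inhibition at 20 µM, scaled per plate between control wells, above about 37%, limit read from the data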;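 note: 0% = DMSO with enzyme and substrate and 100% = substrate only without enzyme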
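Test system: STEP tyrosine phosphatase / Reagent: OMFP at 25 µM / Doses: 20 µM, 1% DMSO / Read-out: percent inhibition scaled to no-enzyme and uninhibited-enzyme controls, plate-pattern corrected / Detection: FITC-channel fluorescence of OMFP product / Medium: Bis-Tris buffer pH 6.0, 2.5 mM DTT, 0.005% Tween 20 / Schedule: 20 min at room temperature, dark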
DNMT1 inh: blocks human DNA methyltransferase DNMT1. P26358. DNMT1 molecular beacon, Hinp1I cleavage, fluorescence. inhibition (reported as % activation of signal), % at 10 µM. 0.83% of 360,000 active; in the data active = inhibition above about 50%
CSN deneddyl inh: blocks human CSN-mediated cullin deneddylation; Q92905; Purified CSN, SCF-Nedd8-OG deneddylation, fluorescence polarization; inhibition, % at 12.5 µM; 0.38% of 360,000 active; AID 651999;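 active = pattern-corrected inhibition above about 35%, with an unprinted fluorescence ratio check between 0.5 and 1.5, limit read from the data, passing the limit was not always enough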;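 note: 0% = enzyme with substrate and 100% = substrate without enzyme; some results filed as inactive read as strong as hits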
Target sequence (Q92905 whole entry, looked up, one chain of several): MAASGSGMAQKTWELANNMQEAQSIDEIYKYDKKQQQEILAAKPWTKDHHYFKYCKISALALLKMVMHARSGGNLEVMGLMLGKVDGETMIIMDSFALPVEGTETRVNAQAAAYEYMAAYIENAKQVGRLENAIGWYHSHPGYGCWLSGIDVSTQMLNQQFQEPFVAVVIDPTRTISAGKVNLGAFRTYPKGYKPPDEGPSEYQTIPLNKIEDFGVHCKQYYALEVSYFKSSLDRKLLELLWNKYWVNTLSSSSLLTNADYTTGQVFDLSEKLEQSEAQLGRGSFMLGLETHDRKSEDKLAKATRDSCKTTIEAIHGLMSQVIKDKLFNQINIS
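Material: purified human Csn5 enzyme expressed in HEK293T cells / Medium: Tris buffer pH 7.5, NaCl, DTT, Tween-20, trehalose, ovalbumin / Compound dosing: 12.5 µM single point / Schedule: 90 min incubation of compound, enzyme and substrate at room temperature / Signal: fluorescence polarization of the substrate / Control set: no-enzyme wells high, enzyme-with-substrate wells low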
NadD block: blocks S. aureus nicotinate mononucleotide adenylyltransferase | purified NadD enzyme, colorimetric absorbance read-out | inhibition, % at 20 µM | 0.78% of 360,000 active | AID 602399; in the data active = inhibition above about 26%; note: some compounds past the cut are filed as inactive
LMPTP inh: blocks human LMPTP phosphatase | recombinant LMPTP-A, OMFP fluorogenic substrate, fluorescence intensity | inhibition, % at 20 µM | 0.22% of 360,000 active | AID 651560;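 active = compounds that cut the enzyme signal by at least half of the control window in the single-dose screen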;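 note: plate controls were DMSO wells with enzyme plus substrate for no effect and substrate without enzyme for full effect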
Target sequence (P24666 whole entry, looked up): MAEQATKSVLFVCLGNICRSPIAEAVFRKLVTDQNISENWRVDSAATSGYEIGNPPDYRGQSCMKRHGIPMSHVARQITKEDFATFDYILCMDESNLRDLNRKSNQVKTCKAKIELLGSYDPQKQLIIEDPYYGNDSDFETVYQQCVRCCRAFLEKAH
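Assay system: LMPTP-A phosphatase enzyme | Input: 0.625 nM enzyme | Also added: Fluorogenic phosphatase substrate OMFP at 400 µM final | Compound dosing: One test concentration per compound, 20 µM, with 3% DMSO overall | Schedule: 50 min enzyme reaction at room temperature, protected from light | Signal: Fluorescence intensity | Benchmarks: no-enzyme and uninhibited controls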
Active calls of the source: *; i = inactive; · = no result given.

Second line of a record: Scp1 inh	MsrA inhibitor	Rpn11 block	TbMetRS inhib	SUMO1 PPI mod	STEP inh	DNMT1 inh	CSN deneddyl inh	NadD block	LMPTP inh
- O=C(Cc1ccc(NC(=O)C2CCCN(C(=O)C3CCCCC3)C2)cc1)Nc1cccc(C(=O)N2CCCCC2)c1 (centres undefined)
    -4	-0.3	i	-0.5	0	-2	-1	6	3	-1.7
- COc1ccc(CCN2CC(C(=O)N(C)Cc3ccc4nsnc4c3)CCC2=O)cc1 (centres undefined)
    -5	1.1	i	0.6	-21	0	0	-1	0	-0.8
- CC(C)CC(NC(=O)OCc1ccccc1)C(=O)NC(Cc1ccccc1)C(=O)CCl (centres undefined)
    0	-0.7	i	-0.2	5	1	9	-1	-3	-0.2
- CNC(=S)N1C2CCCC1CC(NC(=O)c1ccc(F)cc1)C2 (centres undefined)
    -1	0.4	i	-0.8	1	0	1	-1	10	-1.2
- CCN(CC)C(NC(=O)c1ccccc1)C(=O)c1ccccc1 (centres undefined)
    -5	-1.0	i	-0.2	-3	2	0	0	-2	-0.1
- COc1ccc(/C=N/Nc2cc(OC)ncn2)cc1
    -5	3.0	i	-0.7	-7	-1	-1	-3	-5	-0.6
- O=C1/C(=N\S(=O)(=O)c2cccs2)C([n+]2ccc(CCCc3ccccc3)cc2)=C([O-])c2ccccc21
    -3	-0.2	i	3.4	-30	-2	-6	2	1	0.3
- Cc1cc(C)n2cc(CSc3nncn3C)nc2n1
    -1	0.9	i	-0.9	0	4	-4	2	-3	-1.2
- O=[N+]([O-])c1cccc(C=NNc2ccc3ccccc3n2)c1O
    -5	1.4	i	-0.3	15	3	-5	-5	13	8.8
- O=S(=O)(CS(=O)(=O)c1ccccc1)c1ccccc1
    -10	0.2	i	-0.1	2	-3	-4	3	-1	-3.2
- CCc1c(O)nc(SCc2ccccc2)n(C(C)CC)c1=O (centres undefined)
    -7	·	i	0.4	7	1	1	0	-3	1.0
- CC(C)n1c(=O)c2ccccc2n1Cc1cn(C2CCCC2)nn1
    ·	0.4	i	0.5	-3	0	-5	-3	-7	-0.3
- Nc1sc(-c2ccccc2)cc1C(=O)N1CCNCC1
    ·	1.1	·	-0.5	-20	·	·	3	·	-1.9
- COc1ccccc1N1CCN(C2CCCN(C(=O)c3ccnc4ccc(C)cc34)C2)CC1 (centres undefined)
    -4	-1.0	i	0.0	-6	1	2	7	0	1.6
- COc1ccc(-c2cc(C(=O)Nc3c(C)nn(Cc4ccccc4Cl)c3C)no2)cc1
    3	-0.3	i	-0.6	-2	0	8	-1	-8	1.4
- CCC(C(=O)NCCN1CCN(C)CC1)n1c(C)c2cnn(-c3ccccc3)c(=O)c2c1C (centres undefined)
    -11	-0.4	i	-1.8	0	2	0	8	-4	-4.3
- O=C(c1ccc(C(F)(F)F)cc1)N1CCC(=O)N([C@H](COCc2ccc(Cl)cc2)Cc2ccccc2)CC1
    ·	-0.3	·	-0.2	1	·	·	-2	-2	4.4
- O=C1CCCCCN1CP(=O)(O)CN1CCCCCC1=O
    -7	-0.1	i	2.5	1	-1	2	-4	2	-3.0
- Nc1nnc(CCC2CCCCC2)s1
    -6	0.3	i	-0.7	-1	0	1	2	0	-0.6
- Cc1ccc(C(=O)OCC(=O)Nc2cc(S(C)(=O)=O)ccc2Cl)cc1S(=O)(=O)N1CCCCC1
    -10	1.0	i	0.3	1	2	-3	0	-3	3.3
- COc1cccc(N(CC(=O)NC2CCCC2)C(=O)Cn2nnc(-c3ccc(C)cc3)n2)c1
    -7	-1.5	i	-0.4	0	3	-1	7	-4	1.2
- CC(CCN1C(Nc2ccccc2)=NC[C@@H]1C)c1ccccc1 (some centres undefined)
    -8	-0.6	i	-0.2	1	-6	9	-2	1	-0.6
- CCS(=O)(=O)c1ccc2oc(SCC(=O)NCCc3ccccc3)nc2c1
    24	-0.7	i	-0.3	-6	4	0	-3	-2	-0.9
- COc1ccc(S(=O)CC(=O)Nc2ccc(Cl)cc2Cl)cc1 (centres undefined)
    -1	0.8	i	-0.2	1	2	-2	-11	-7	0.1
- CC1CCN(S(=O)(=O)c2ccc(S(=O)(=O)NCC3COCCO3)cc2)CC1 (centres undefined)
    -4	-0.8	i	0.2	-1	-3	7	-3	-2	-2.3
- COc1cc(C(=O)NC(C)c2ccc(-n3ccnc3)cc2)cc(OC)c1C (centres undefined)
    0	0.7	i	-0.7	4	0	8	2	0	0.6
- O=C(Cc1cccc(NC(=O)C2CCCN(C(=O)C3CCCC3)C2)c1)Nc1ccc(C(=O)N2CCOCC2)cc1 (centres undefined)
    -4	-1.6	i	-1.3	-1	-1	2	-3	2	-1.2
- CCOC(=O)c1[nH]c(CSc2nnc(-c3ccc(OC)cc3)o2)c(C(=O)OCC)c1C
    -8	0.5	i	-0.4	-3	1	27	6	-5	2.0
- COc1cccc(COc2cc3ccccc3nc2C)c1
    0	0.1	i	-0.6	3	-4	-4	-6	7	3.6
- O=c1c2cc(N3CCOCC3)ccc2[nH]c(=S)n1CCCN1CCCC1
    -7	1.7	i	-0.9	-6	2	-6	1	5	19
- COc1ccc(-n2c(Cc3cccn3C)nnc2SCC(=O)Nc2cccc(C)c2C)cc1
    -4	0.6	i	-0.3	1	0	-2	8	6	-0.2
- COCCNC(=O)C1CCCN(C(=O)Cc2ccc(F)cc2)CC1 (centres undefined)
    ·	-0.8	i	0.2	4	-2	-1	-1	0	-2.5
- COc1ccc(Cn2cc(CN3CCS(=O)(=O)N(Cc4ccc(-c5cccc(Cl)c5)cc4)C(C)C3=O)nn2)cc1 (centres undefined)
    7	0.3	i	0.1	10	-2	-21	-1	-3	3.6
- CCOc1ccc(NC(=O)C2CC=CCC2C(=O)O)cc1 (centres undefined)
    -1	-1.0	i	-0.7	-5	1	13	-3	-4	-1.8
- CCOC(=O)N1CCN(C(=O)COc2ccccc2OC)CC1
    2	-0.6	i	-1.3	-2	-1	3	-3	2	-1.4
- Cc1cccc(NC(=O)COc2ccc(Br)cc2/C=N/O)c1
    -5	-0.6	i	0.8	-3	-5	-2	-6	-4	0.6
- Fc1ccc(CN2C3=NCCN3c3ccccc32)cc1
    -4	-1.6	i	-0.6	3	0	2	1	-1	-1.0
- O=C(COC(=O)c1cc([N+](=O)[O-])ccc1NCc1ccccc1Cl)NCC(F)(F)F
    -6	0.9	i	0.0	-2	2	11	-2	-9	-2.3
- CN(C)CCNC(=O)c1cccc2nc3c(ccc4ccccc43)nc12
    0	0.6	i	-0.3	-47	6	61*	-5	-7	-0.6
- O=C(CN1CCCC1)Nc1c(Cl)cccc1Cl
    -6	-0.4	i	-0.8	1	2	2	3	-10	-0.1
- CCOCCCNC(=O)c1c(N)n(-c2ccc3c(c2)OCO3)c2nc3ccccc3nc12
    -9	0.2	i	0.8	-8	-1	-10	-1	-9	1.4
- Cc1cc(C)c(NC(=O)c2ccc[n+](Cc3ccc([N+](=O)[O-])cc3)c2)c(C)c1
    -1	3.5	i	-0.7	-2	-1	-3	-1	0	-1.5
- Cc1cc(C)nc(Nc2n[nH]c(-c3ccc(N)cc3)n2)n1
    0	-2.6	i	-1.0	2	-2	-7	-5	1	-0.5
- CNS(=O)(=O)c1cccc(C(=O)OCC(=O)/C=C2/N(C)c3ccccc3C2(C)C)c1
    3	2.2	i	-0.8	-3	2	2	-9	-3	0.8
- O=C(CSc1nncn1-c1ccccc1)c1c[nH]c2ccccc12
    -4	0.6	i	0.7	1	1	-5	6	-1	-0.4
- COc1ccccc1N=NC1=C(O)CC(C)(C)CC1=O
    -1	1.3	i	0.1	-22	3	-2	7	6	2.1
- CCCN1C(=O)C2(SC(NC(C)=O)=NN2C(C)=O)c2cc(C)ccc21 (centres undefined)
    -5	1.4	i	-0.3	4	2	2	0	2	2.2
- OC(CNCC1CCCO1)Cn1c2ccc(Cl)cc2c2cc(Cl)ccc21 (centres undefined)
    2	-1.0	i	-0.4	2	0	1	2	7	1.8
- Cc1ccc(-c2nnc(SCC(=O)N/N=C/c3ccc(C)s3)n2-c2ccc(C)cc2)cc1
    13	0.6	i	0.1	0	4	-6	-3	15	5.8
- O=c1[nH][nH]c(-c2ccccc2O)c1C(C[N+](=O)[O-])c1ccccc1 (centres undefined)
    -3	-0.7	i	-0.2	4	-3	-9	-3	0	-2.0

No new results follow: entries from further up.
Second line of a record: Scp1 inh	MsrA inhibitor	Rpn11 block	TbMetRS inhib	SUMO1 PPI mod	STEP inh	DNMT1 inh	CSN deneddyl inh	NadD block	LMPTP inh
- CCC(C(=O)NCCN1CCN(C)CC1)n1c(C)c2cnn(-c3ccccc3)c(=O)c2c1C (centres undefined)
    -11	-0.4	i	-1.8	0	2	0	8	-4	-4.3
- O=C(c1ccc(C(F)(F)F)cc1)N1CCC(=O)N([C@H](COCc2ccc(Cl)cc2)Cc2ccccc2)CC1
    ·	-0.3	·	-0.2	1	·	·	-2	-2	4.4
- O=C1CCCCCN1CP(=O)(O)CN1CCCCCC1=O
    -7	-0.1	i	2.5	1	-1	2	-4	2	-3.0
